High-throughput results deposited in PubChem by National Center for Advancing Translational Sciences (NCATS).
TCR activator – T cell receptor activation. primary human leukocytes, anti-CD3, IL-2 HTRF, 48 h. AID 504894. 330,000 tested, under 10 active. Potency, µM (top dose mostly 9.22 µM), without a hit: at the highest dose activation of IL-2 secretion, most hits filed as activators; also: % of control where 0% means no effect
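48 hr co-incubation of compounds, a-CD3 beads and primary human leukocytes; IL-2 quantified homogeneously by HTRF with anti-IL-2 K and d2 conjugates.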
GALK inh – blocks human galactokinase activity; AID 1868; Purified GALK, Kinase-Glo residual ATP luminescence; hit rate 0.007% among 270,000; Potency, µM (highest dose often 57.5 µM), without a hit: at the top dose activity change, negative = inhibition, most hits filed as inhibitors; P51570; also: potency is read from the fitted curve at half-maximal effect; % is scaled to controls: 0 for no effect and ±100 for the full control effect
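Kinase-Glo Plus luminescence measured ATP left after a 1 h room-temperature reaction. The reaction used 5 nM GALK, 100 uM galactose and 35 uM ATP at pH 8.0 (20 mM HEPES, 5 mM MgCl2, 60 mM NaCl, 1 mM DTT, 0.01% BSA).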
FBPA coupling cs – counter-screen for Giardia aldolase inhibitors: coupling enzyme system | coupling enzyme system counterscreen, AmpLite Red fluorescence | activity change, negative = inhibition, % at 58.2 µM, hits read low | hit rate 0.67% among 290,000 | AID 2472; in the data active = activity change below about -30%; also: % is scaled to controls: 0 for no effect and ±100 for the full control effect
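Final compound at 57.5 uM, incubated 10 min at RT with coupling enzyme reagent (glyceraldehyde-3-phosphate), then 20 min with substrate and AmpLite Red detection. Fluorescence read at 525/598 nm; tests interference with the coupling assay, not aldolase inhibition.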
CXXC DNA block – MLL CXXC-DNA interaction inhibition; hit rate 0.037% among 290,000; MLL-CXXC / FITC-HOXA9 DNA fluorescence polarization; Q03164; Potency, µM (top dose mostly 115 µM), without a hit: at the highest dose activity change, negative = inhibition, actives largely listed as inhibitors; active = well fitted inhibition curve with a large enough effect in the polarisation, with a control signal flat, not every such curve was filed as active; inconclusive = small, poorly fitted or top-dose-only effect, or effect the other way, or a change in a side signal; inactive = no such curve, though single readings can be large or run the other way; the % refers to the polarisation; also: potency is read from the fitted curve at half-maximal effect
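Purified MLL-CXXC (added from a 7 uM solution) was preincubated 5 min at ambient with pinned compounds in 50 mM Tris-HCl pH 7.5, 50 mM NaCl, 1 mM DTT, 0.05% BSA. Fluorescein-labeled HOX-A9 DNA (50 nM solution) followed, 30 min, then polarization read.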
A-T KAP1 phos – potential ataxia-telangiectasia treatments restoring KAP-1 phosphorylation | […] A-T fibroblasts, KAP-1 phosphorylation AlphaLISA; neocarzinostatin DNA damage 30 min before lysis | Potency, µM (top dose mostly 57.5 µM), for inactives: top-dose activation, actives largely listed as activators | hit rate 0.19% among 320,000 | AID 485349; also: potency is read from the fitted curve at half-maximal effect; % of control where 0% means no effect; nearly all actives have a fitted effect of over 45% in size
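ATM-like activity read as KAP-1 phosphorylation via AlphaLISA donor/acceptor antibody pairs after lysis and 6 hr at 25C. Cells were ATM-null patient fibroblasts ([…], hTERT), dosed 60 min, then exposed to the DSB inducer NCS for 30 min.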
BCR signal inh – chronic active BCR signaling inhibition. ABC-DLBCL IkBa-CBG/CBR reporter, luminescence ratio, 4 h. Potency, µM (doses to about 46.1 µM), for inactives: at the top dose ratio change, negative = lower green/red ratio, actives largely listed as inhibitors. hit rate 0.05% among 340,000; active = well fitted inhibition curve with a large enough effect in the signal ratio, with a control signal flat, not every such curve was filed as active; inconclusive = small, poorly fitted or top-dose-only effect, or effect the other way, or a change in a side signal; the % refers to the signal ratio;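 also: potency is read from the fitted curve at half-maximal effect; plate controls were basal doxycycline-induced cells for no effect and cells given 10 µM MG132 for full effect; MG132 reads +100%, hits lower the ratio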
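TMD8 ABC-DLBCL cells carrying doxycycline-inducible green luciferase fused to IkappaBalpha plus unfused red luciferase were exposed to compounds (up to 46 uM) for 4 hrs at 37C. Activity came from the overlap-corrected green/red luminescence ratio.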
Giardia kill – Giardia lamblia killing; Giardia lamblia trophozoite viability; activity change, % at 7.66 µM, hits read low; hit rate 0.15% among 340,000; AID 540267; in the data active = activity change below about -80%; inconclusive = between about -30% and that limit;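 also: parasites exposed to compound for two days anaerobically before the ATP read; % is scaled to controls: 0 for no effect and ±100 for the full control effect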
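Giardia trophozoites, 100 cells per well, were exposed to compounds for 48 hrs at 37 deg C under anaerobic conditions; viability was then read as ATP content by bioluminescence after 15-30 min at room temperature.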
TSHR antagonist – antagonists of human thyroid stimulating hormone receptor; activity change, negative = inhibition, % at 11.5 µM; AID 504810; hit rate 0.2% among 330,000; TSHR-expressing cells, TSH-stimulated cAMP HTRF, 2 h; stronger effect = lower value;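 active = activity change below a set negative limit, meaning inhibition stronger than a set level, cut at about -70% in these data; inconclusive = activity change between two set negative limits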; also: % is scaled to controls: 0 for no effect and ±100 for the full control effect
Target sequence (P16473 whole entry, looked up): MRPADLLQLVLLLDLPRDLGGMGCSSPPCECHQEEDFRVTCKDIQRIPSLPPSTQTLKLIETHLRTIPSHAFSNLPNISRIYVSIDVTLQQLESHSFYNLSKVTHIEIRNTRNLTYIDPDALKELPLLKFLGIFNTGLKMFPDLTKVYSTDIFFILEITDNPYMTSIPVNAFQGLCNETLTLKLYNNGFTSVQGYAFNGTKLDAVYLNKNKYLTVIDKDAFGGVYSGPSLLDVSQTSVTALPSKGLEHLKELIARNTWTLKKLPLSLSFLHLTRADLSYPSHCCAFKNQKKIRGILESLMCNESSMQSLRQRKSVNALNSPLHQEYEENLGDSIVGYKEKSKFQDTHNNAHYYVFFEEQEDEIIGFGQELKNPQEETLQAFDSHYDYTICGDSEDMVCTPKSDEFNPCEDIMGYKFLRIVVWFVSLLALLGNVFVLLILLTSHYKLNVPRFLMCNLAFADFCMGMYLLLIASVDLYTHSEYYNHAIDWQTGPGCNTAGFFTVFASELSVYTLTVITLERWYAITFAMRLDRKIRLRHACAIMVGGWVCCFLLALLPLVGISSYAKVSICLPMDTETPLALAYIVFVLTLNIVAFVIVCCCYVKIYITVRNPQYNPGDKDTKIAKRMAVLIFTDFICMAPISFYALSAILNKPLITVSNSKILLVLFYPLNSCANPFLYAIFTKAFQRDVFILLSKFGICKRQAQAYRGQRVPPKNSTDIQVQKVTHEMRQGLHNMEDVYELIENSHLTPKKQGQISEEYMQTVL
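Cell-based HTRF cAMP assay; TSHR cells + compound, TSH EC80 (4nM final), 2 h, 37 deg C. Lysis with anti-cAMP cryptate and cAMP-d2, 30 min RT, read 665/620 nm.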
hERG WT inh – blocks the wildtype human KCNH2 potassium channel. AID 720551. hit rate 0.37% among 340,000. Q12809. U2OS, BacMam KCNH2, thallium flux FluxOr; stronger effect = lower value. activity change, % at 1.84 µM;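 active = maximum activity change below -70%; inconclusive = maximum activity change between -70% and -50%; inactive = maximum activity change above -50%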; also: % is scaled to controls: 0 for no effect and ±100 for the full control effect
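U2OS cells transduced with wild-type KCNH2 virus are loaded with FluxOr dye for 45 min, and thallium flux is measured in kinetic reads before and after stimulation buffer. Rate constants are normalized to DMSO controls.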
Tb PFK block – blocks T. brucei phosphofructokinase. O15648. T. brucei PFK, ADP-Glo luminescence. Potency, µM (doses to about 57.5 µM), for inactives: at the top dose activity, negative = inhibition, most hits filed as inhibitors. hit rate 0.17% among 330,000. AID 485367;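 also: potency is read from the fitted curve at half-maximal effect; 0% = uninhibited 1x PFK enzyme wells and -100% = no-enzyme wells; nearly all actives have a fitted effect of over 60% in size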
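ADP-Glo luminescence quantified ADP after 45 min at room temperature, with 1.25 nM T. brucei PFK, 0.1 mM ATP and 0.5 mM fructose-6-phosphate in pH 8.0 TEA buffer. qHTS titrations up to 57 µM; curves classified by quality.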
Numbers without * were called inactive; i = inactive; ? = inconclusive; · = not tested or not shown; [ ] = remark or other dose. Unless noted, calls follow the shape of the dose curve; as a rule, active = well fitted curve in the direction sought with a large enough effect; inconclusive = small, poorly fitted or top-dose-only effect, or another doubt; inactive = no such curve, though single readings can be large; an effect the other way counts as inactive or inconclusive.

SMILES	TCR activator	GALK inh	FBPA coupling cs	CXXC DNA block	A-T KAP1 phos	BCR signal inh	Giardia kill	TSHR antagonist	hERG WT inh	Tb PFK block
Cc1ccc(Cl)c(NC(=O)CCl)c1Cl	-1%	-1%	1	10%	-5%	-5%	1	0	10	-2%
Cc1cc(C)cc(OCC(=O)N(Cc2ccc(N(C)C)cc2)C2CCS(=O)(=O)C2)c1 (stereo not given)	-6%	5%	-5	-9%	2%	-2%	-2	24	-4	-2%
Cc1ccc(C2C(C(=O)c3cccs3)=C(O)C(=O)N2c2ccc(S(N)(=O)=O)cc2)cc1 (stereo not given)	-2%	1%	7	2%	-7%	8%	3	8	-2	0%
COc1ccc(-c2noc(CN3CCCC(OCc4ccccn4)C3)n2)cc1 (stereo not given)	-3%	-2%	-4	3%	-3%	-2%	14	-11	-10	1%
COc1ccc(OC)c(C2CC(=O)N3CN(c4ccccc4)CSC3=C2C#N)c1 (stereo not given)	1%	1%	-18	23%	-4%	-4%	25	1	-8	-18%
Cc1ccc(CN(c2ccc(C(=O)NCC3CCCO3)cc2)S(C)(=O)=O)cc1 (stereo not given)	-3%	-3%	11	10%	-3%	-3%	4	10	3	0%
Cc1cc(NS(=O)(=O)c2ccc(NC(=O)CSc3nnc(-c4ccco4)n3Cc3ccco3)cc2)nc(C)n1	2%[46.1 µM]	0%	14	-4%	2%	6%	18	-2	2	-6%
CSc1ccc(/C=N/NC(=O)CN2CCN(Cc3ccccc3)CC2)cc1	-3%[46.1 µM]	1%	2	3%	-1%	-12%	-29	11	-1	7%
O=C(NNC(=O)c1cc(-c2ccncc2)nc2ccccc12)c1ccccc1F	-4%	·	·	·	-4%	-14%	-7	-6	-11	1%
O=C(O)C1C2C=CC(C2)C1C(=O)NCc1cccc(Cl)c1 (stereo not given)	·	6%	2	-3%	4%	-2%	-9	1	-2	-7%
Cc1nn(C)c(C(=O)N/N=C/c2cccc3ccccc23)c1Cl	-2%[46.1 µM]	1%	-24	12%	0%	-8%	9	-4	8	6%
CSc1ccccc1NC(=O)CN(C)CC(=O)c1c(C)[nH]c2ccccc12	-3%	·	·	·	-9%	?	8	-5	-16	0%
CCC(=O)N1c2ccccc2NC2=C(C(=O)CC(C)(C)C2)C1c1cccnc1 (stereo not given)	-5%	1%	3	1%	1%	1%	-18	-4	-4	1%
N#CC(c1ccc(Cl)cc1)(c1ncc(C(F)(F)F)cc1Cl)N1CCOCC1 (stereo not given)	-3%	-6%	2	4%	0%	23%	-8	15	0	1%
S=C(Nc1ccc(Cl)cc1Cl)Nn1cnnc1	7%[46.1 µM]	0%	1	3%	·	?	48[activator]	-10	i	-6%

Among those listed so far, these contain an aryl methoxy group:
SMILES	TCR activator	GALK inh	FBPA coupling cs	CXXC DNA block	A-T KAP1 phos	BCR signal inh	Giardia kill	TSHR antagonist	hERG WT inh	Tb PFK block
COc1ccc(-c2noc(CN3CCCC(OCc4ccccn4)C3)n2)cc1 (stereo not given)	-3%	-2%	-4	3%	-3%	-2%	14	-11	-10	1%
COc1ccc(OC)c(C2CC(=O)N3CN(c4ccccc4)CSC3=C2C#N)c1 (stereo not given)	1%	1%	-18	23%	-4%	-4%	25	1	-8	-18%

3 entries drawn at random from those above, as already listed:
SMILES	TCR activator	GALK inh	FBPA coupling cs	CXXC DNA block	A-T KAP1 phos	BCR signal inh	Giardia kill	TSHR antagonist	hERG WT inh	Tb PFK block
COc1ccc(-c2noc(CN3CCCC(OCc4ccccn4)C3)n2)cc1 (stereo not given)	-3%	-2%	-4	3%	-3%	-2%	14	-11	-10	1%
CSc1ccccc1NC(=O)CN(C)CC(=O)c1c(C)[nH]c2ccccc12	-3%	·	·	·	-9%	?	8	-5	-16	0%
Cc1nn(C)c(C(=O)N/N=C/c2cccc3ccccc23)c1Cl	-2%[46.1 µM]	1%	-24	12%	0%	-8%	9	-4	8	6%

Next part.
SMILES	TCR activator	GALK inh	FBPA coupling cs	CXXC DNA block	A-T KAP1 phos	BCR signal inh	Giardia kill	TSHR antagonist	hERG WT inh	Tb PFK block
Cc1c(CN2CCC(Oc3ccc(C(=O)N4CCCCC4)cc3)CC2)cnn1C	-4%	-1%	·	-2%	15%	0%	3	-1	-5	0%
CCC(C(=O)NCCc1c[nH]c2cc(OC)ccc12)c1ccccc1 (stereo not given)	-7%	·	0	-2%	8%	2%	9	-10	-3	0%
COc1cc(C(C)=O)ccc1OC(=O)c1cc2cccc(OC)c2oc1=O	-275%	-2%	0	-12%	1%	-5%	17	-19	0	-1%
Cc1ccc(S(=O)(=O)N2CCSC2C(=O)O)cc1 (stereo not given)	-2%[46.1 µM]	0%	1	3%	-1%	-16%	-4	-6	-5	-5%
CCOP(=O)(OCC)C(NC(=O)c1cccs1)C(F)(F)F (stereo not given)	-19%	6%	-2	-12%	-6%	-3%	26	4	-7	0%
CCOC(=O)[C@@H]1[C@H]2COc3cc(OC)ccc3[C@@H]2N2C(=O)N(c3ccc(F)cc3)C(=O)[C@@]12C	-12%	·	·	·	13%	0%	-4	4	11	-4%
Cc1ccc(NC(=O)CN(C)Cc2ccc(F)cc2)c([N+](=O)[O-])c1	-4%[46.1 µM]	1%	5	-12%	7%	4%	-1	5	3	-1%
O=C(O)C1CCCN1C(=O)C12CC3CC(CC(C3)C1)C2 (stereo not given)	-1%	-4%	1	-2%	8%	-5%	-8	11	0	7%
O=C(Nc1ccccc1)C1CCCCC1	-4%[46.1 µM]	1%	-4	11%	2%	-22%	-2	-20	-5	0%
CCCCCC(=O)N1CCN(c2ccc(C(C)=O)cc2F)CC1	1%[46.1 µM]	-4%	6	-2%	13%	0%	26	-7	3	0%
CCOC(=O)C1(Cc2cccc(Cl)c2)CCCN(C(=O)c2occc2C)C1 (stereo not given)	-3%	4%	·	-1%	5%	0%	-23	7	-24	-1%
Cc1ccc(S(=O)(=O)N2CCOCC2)cc1C(=O)OCC(=O)NCc1ccccc1	2%	·	·	·	11%	-5%	-9	3	3	-10%
Cc1ccccc1Nc1nc(N)nc(CSc2nnc3sc4ccccc4n23)n1	-5%	2%	-5	2%	-1%	-5%	-12	-6	0	-1%
CCOc1ccc(NC(=O)COc2ccc(C(=O)NC3CCCc4ccccc43)cc2OC)cc1 (stereo not given)	-3%[46.1 µM]	0%	1	11%	2%	10%	-8	1	-2	-2%
O=C(c1ccc(F)cc1)N1CCC(C(=O)N2CCN(S(=O)(=O)c3cccc(F)c3)CC2)CC1	2%	·	·	·	5%	15%	-5	-2	0	-1%

3 of the entries above in order of the Tb PFK block value, lowest first:
smiles | Tb PFK block
Cc1ccccc1Nc1nc(N)nc(CSc2nnc3sc4ccccc4n23)n1 | -1%
CCCCCC(=O)N1CCN(c2ccc(C(C)=O)cc2F)CC1 | 0%
O=C(O)C1CCCN1C(=O)C12CC3CC(CC(C3)C1)C2 (stereo not given) | 7%

Further compounds follow:
SMILES	TCR activator	GALK inh	FBPA coupling cs	CXXC DNA block	A-T KAP1 phos	BCR signal inh	Giardia kill	TSHR antagonist	hERG WT inh	Tb PFK block
O=C(O)/C=C/c1cccnc1	-13%	1%	3	12%	4%	1%	10	9	-12	1%
O=C(NCCC(c1ccccc1)c1ccco1)c1cccs1 (stereo not given)	0%	9%	-2	-9%	3%	3%	9	8	0	-23%
O=C(CSc1nnc(NCc2ccccc2)s1)NC1CCS(=O)(=O)C1 (stereo not given)	-11%	-2%	-2	8%	-6%	1%	7	11	-9	0%
COc1ccc(-n2c(Cc3cccn3C)nnc2SCC(=O)Nc2ccc3c(c2)OCO3)cc1	-3%[46.1 µM]	-1%	4	-8%	2%	-1%	-7	-2	4	4%
CC1CCCCN1C(=O)COC(=O)c1cc(-c2cccs2)nn1-c1ccccc1 (stereo not given)	·	·	·	·	8%	1%	-20	-34	0	7%
Cc1cc(C)c(NS(=O)(=O)c2ccc3c(c2)n(C)c(=O)n3C)c(C)c1	-2%	1%	4	7%	-12%	?	6	-6	-5	-1%
COc1ccc(-c2nnn(CC(=O)N(CC(=O)NC3CCCC3)Cc3ccco3)n2)cc1OC	5%	-2%	3	12%	5%	?	7	-2	5	1%
CC1C/C(=N/NC(=O)c2cccc(F)c2)c2ccc(O)cc2C1 (stereo not given)	4%	-1%	2	-1%	-5%	?	-3	-9	-1	-4%
CN(C)c1ccc(C2C3=C(CCCC3=O)OC3=C2C(=O)CCC3)cc1	2%	-5%	-8	-3%	0%	3%	9	-5	1	-1%
CCCc1cc(N2CCCC2)n2nc(C)c(-c3ccccc3)c2n1	9%	2%	0	1%	22%	?	4	-24	-5	-2%
